Screens (PubChem BioAssay)
KB-3-1 cytotox – KB-3-1 parental cell cytotoxicity | AID 1347075 | KB-3-1 viability, CellTiter-Glo ATP luminescence, 72 h | 400,000 compounds, 1.4% hits | Potency, µM (doses to about 46.1 µM), for the others: top-dose activity change, negative = cytotoxic, usual class: cytotoxic; note: potency is the fitted concentration of half-maximal effect; % is set by controls: 0 for no effect and ±100 for the full control effect; nearly all actives have a fitted effect of over 60% in size
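Cytotoxicity in the drug-sensitive parental line KB-3-1 was scored as loss of CellTiter-Glo luminescence following 72 h incubation with compound. Values come from curve fitting of normalized concentration-response data.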
HT1080 IDH1KD tx – kills HT-1080 cells with IDH1 knockdown; HT-1080 IDH1 knockdown viability, ATP luminescence, 48 h; Potency, µM (highest dose often 46.1 µM), for the others: at the highest dose activity, negative = toxicity, actives largely listed as cytotoxic; 360,000 compounds, 2% hits;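 note: potency is the fitted concentration of half-maximal effect; 0% = DMSO wells and -100% = cell-free medium wells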
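% activity derives from luminescence (CellTiter-Glo), normalised to DMSO and no-cell wells. HT-1080-IDH1KD cells, 750/well, had 48 h compound exposure at 37 °C.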
SW480 rereplic – DNA re-replication induction in SW480 cells; SW480 DNA re-replication, Hoechst DNA content imaging, 48 h; Potency, µM (top dose mostly 46.1 µM), for inactives: at the top dose re-replication activation, actives largely listed as activators; 340,000 compounds, 1.8% hits; note: potency is the fitted concentration of half-maximal effect; % of control where 0% means no effect; nearly all actives have a fitted effect of over 55% in size
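Image-based read-out: total Hoechst fluorescence of nuclei (405 nm excitation, 500-530 nm emission), with hits raising the fraction of high-intensity nuclei. SW480 colon cells incubated 48 hr with compounds at 37 C.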
IL-1B inflam inh – inflammasome signaling inhibition, IL-1 beta readout. THP-1 LPS/ATP IL-1B secretion, AlphaLISA, 16 h; active compounds read low. activity change, % at 57.5 µM. 360,000 compounds, 4.7% hits; in the data active = activity change below about -50%; inconclusive = mostly about -30% to -49%; note: % is set by controls: 0 for no effect and ±100 for the full control effect
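THP-1 cells pretreated 1 hr with compounds (up to 57.5 uM final), then stimulated with LPS (250 ng/mL final) plus ATP (1.25 mM final); secreted IL-1B measured by AlphaLISA after 16 hr, decreased signal indicating inhibition.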
HT1080NT lethal – kills 2HG-producing HT-1080-NT fibrosarcoma cells; HT-1080-NT fibrosarcoma viability, CellTiter-Glo ATP luminescence, 48 h; Potency, µM (highest dose often 46.1 µM), for the others: at the top dose activity, negative = less viability, most hits filed as cytotoxic; 360,000 compounds, 1.6% hits; AID 686970;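 note: NT is the 2HG producing partner of a matched IDH1 knockdown line; potency is the fitted concentration of half-maximal effect; 0% = DMSO-treated cells and -100% = media-only wells without cells; nearly all actives have a fitted effect of over 55% in size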
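750 cells/well, RPMI + 5% FBS; 2 h settle, compound pin-transfer, 48 h at 37 degrees C. CellTiter-Glo 10 min RT, luminescence. Normalized to DMSO and media-only wells.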
MCF10A rerep – induces DNA re-replication in MCF 10a normal breast cells; MCF 10A DNA re-replication, Hoechst nuclear intensity, 48 h; Potency, µM (doses to about 46.1 µM), for inactives: top-dose activity, positive = re-replication, most hits filed as activators; 350,000 compounds, 2.9% hits; note: potency is the fitted concentration of half-maximal effect; % of control where 0% means no effect; nearly all actives have a fitted effect of over 50% in size
KB-V1 cytotox – kills drug-selected multidrug resistant KB-V1 cells; AID 1347076; KB-V1 MDR cells viability, CellTiter-Glo, 72 h; 400,000 compounds, 3.4% hits; Potency, µM (top dose mostly 46.1 µM), inactives show at the top dose activity change, negative = cytotoxicity, actives largely listed as cytotoxic; note: potency is the fitted concentration of half-maximal effect; % is set by controls: 0 for no effect and ±100 for the full control effect; nearly all actives have a fitted effect of over 60% in size
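In this primary screen, KB-V1 cells overexpressing P-gp are incubated with library compounds (lowest to highest concentration) for 72 h at 37 degrees C before a luminescent ATP viability read.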
WRN helicase inh – blocks human WRN helicase; AID 651768; WRN helicase unwinding, fluorescent forked duplex, kinetic; Potency, µM (doses to about 114 µM), for inactives: at the highest dose activity change, negative = inhibition, hits mostly inhibitors; 360,000 compounds, 0.46% hits; note: potency is the fitted concentration of half-maximal effect; % is set by controls: 0 for no effect and ±100 for the full control effect; nearly all actives have a fitted effect of over 55% in size
Target sequence (Q14191 whole entry, looked up): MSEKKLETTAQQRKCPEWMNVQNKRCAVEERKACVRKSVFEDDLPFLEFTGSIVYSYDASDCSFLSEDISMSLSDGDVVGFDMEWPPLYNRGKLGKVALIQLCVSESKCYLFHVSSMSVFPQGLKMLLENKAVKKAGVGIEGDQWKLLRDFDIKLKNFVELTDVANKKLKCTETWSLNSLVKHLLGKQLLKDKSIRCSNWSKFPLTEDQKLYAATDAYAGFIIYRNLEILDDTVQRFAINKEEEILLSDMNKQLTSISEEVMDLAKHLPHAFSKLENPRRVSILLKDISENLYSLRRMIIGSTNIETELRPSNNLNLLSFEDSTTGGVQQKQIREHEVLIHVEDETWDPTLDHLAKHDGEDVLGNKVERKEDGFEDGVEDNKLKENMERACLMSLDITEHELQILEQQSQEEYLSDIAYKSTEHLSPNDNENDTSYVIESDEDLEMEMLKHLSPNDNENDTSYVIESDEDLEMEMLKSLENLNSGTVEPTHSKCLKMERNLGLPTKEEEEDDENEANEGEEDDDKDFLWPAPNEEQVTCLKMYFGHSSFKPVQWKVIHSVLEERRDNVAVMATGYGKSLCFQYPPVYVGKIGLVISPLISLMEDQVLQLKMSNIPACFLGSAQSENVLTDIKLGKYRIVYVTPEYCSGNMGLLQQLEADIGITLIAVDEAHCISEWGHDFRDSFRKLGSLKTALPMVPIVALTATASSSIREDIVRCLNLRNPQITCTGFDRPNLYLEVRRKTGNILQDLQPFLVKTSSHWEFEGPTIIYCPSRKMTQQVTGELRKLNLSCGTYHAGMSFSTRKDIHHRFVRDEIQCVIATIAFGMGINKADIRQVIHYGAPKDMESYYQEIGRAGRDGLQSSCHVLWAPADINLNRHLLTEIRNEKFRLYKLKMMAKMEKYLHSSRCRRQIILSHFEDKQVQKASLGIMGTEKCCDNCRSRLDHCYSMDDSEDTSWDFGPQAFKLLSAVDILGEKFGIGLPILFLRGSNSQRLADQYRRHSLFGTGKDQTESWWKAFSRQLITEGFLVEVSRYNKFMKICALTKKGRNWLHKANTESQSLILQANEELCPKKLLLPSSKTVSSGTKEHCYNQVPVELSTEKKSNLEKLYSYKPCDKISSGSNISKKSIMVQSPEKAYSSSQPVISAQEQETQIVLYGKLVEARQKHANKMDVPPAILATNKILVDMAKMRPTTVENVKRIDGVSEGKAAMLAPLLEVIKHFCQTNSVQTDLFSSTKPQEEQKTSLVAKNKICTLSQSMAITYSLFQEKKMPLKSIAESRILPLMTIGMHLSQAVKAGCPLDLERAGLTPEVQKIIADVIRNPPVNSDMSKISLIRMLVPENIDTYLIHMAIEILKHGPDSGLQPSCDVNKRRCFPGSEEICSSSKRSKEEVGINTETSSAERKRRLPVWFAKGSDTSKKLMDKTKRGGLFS
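WRN at 20 nM final was preincubated with compound for 15 min at room temperature; reaction started with 100 nM forked duplex oligonucleotide carrying fluorophore and quencher plus 2 mM ATP (final). Unwinding followed kinetically by red fluorescence (ex 525/em 598 nm).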
ATXN2 expr inh – ATXN2 expression inhibition. HEK-293 ATXN2-luciferase reporter, luminescence, 24 h. Potency, µM (titrated, usually from 57 µM), without a hit: at the highest dose activity change, negative = inhibition, most hits filed as inhibitors. 360,000 compounds, 0.72% hits. AID 1745845; note: potency is the fitted concentration of half-maximal effect; % is set by controls: 0 for no effect and ±100 for the full control effect; nearly all actives have a fitted effect of over 55% in size
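ATXN2-luciferase reporter cells (luciferase flanked by upstream and downstream ATXN2 gene portions) were treated 24 h at 37 °C with compounds at up to 57 uM. SteadyGlo luminescence gave expression; GF-AFC fluorescence gave viability.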
An asterisk follows results filed as active; ? = inconclusive; . = no result given; [ ] = remark or other dose. Unless noted, calls come from the whole dose curve; as a rule, active = well fitted curve in the direction sought with a large enough effect; inconclusive = small, poorly fitted or top-dose-only effect, or another doubt; inactive = no such curve, though single readings can be large; an effect the other way counts as inactive or inconclusive.

SMILES	KB-3-1 cytotox	HT1080 IDH1KD tx	SW480 rereplic	IL-1B inflam inh	HT1080NT lethal	MCF10A rerep	KB-V1 cytotox	WRN helicase inh	ATXN2 expr inh
Cc1cc(C(C)(C)C)oc1C(=O)N(CC(=O)NC1CCCC1)c1ccc(F)cc1	13%	?	-2%	-24	?	0%	-24%	-2%	-21%
O=C(c1cc(COc2ccc(F)cc2Cl)on1)N1CCN(C2CCCC2)CC1	-18%	-5%	18%	?	-8%	3%	5%	7%	2%
C=CCn1c(SCC(=O)NC(N)=O)nnc1-c1cc2c(s1)CCC(CC)C2 (stereo unspecified)	-7%	-8%	4%	-21	0%	-10%	-10%	-2%	-15%
COc1ccc(C(=O)OCc2ccccc2C#N)cc1S(=O)(=O)N1CCOCC1	25%	7%	.	-27	-2%	.	?	-4%	.
CC(=O)Nc1cc(-c2ccc(CO)cc2)cn2c(-c3ccc(F)c(Cl)c3)cnc12	25%	?	.	-28	33µM*	.	-15%	-4%[57.1 µM]	-37%
CSc1nnc(C)c(=O)n1COC(=O)COc1ccc(Cl)cc1	-1%	18%	-3%	0	18%	0%	-1%	-27%	-9%
Cc1ccc(N(CC(=O)Nc2cc(Cl)ccc2Oc2ccccc2)S(C)(=O)=O)c(C)c1	?	-16%	4%	?	-18%	?	?	-10%	-9%
Cc1cc(C)cc(NC(=O)C(=O)NCC2CCCN2S(=O)(=O)c2cccs2)c1 (stereo unspecified)	-17%	-6%	20%	-5	1%	?	0%	-4%	0%
COc1ccc(-c2cc(CNc3nc(NC(C)C)nc4cc(-c5ccccc5)sc34)on2)cc1	?	12µM*	.	-107*	10µM*	.	21µM*	7%[57.1 µM]	?
COc1ccc(CNC(=O)[C@H](Cc2c[nH]c3ccccc23)NC(C)=O)cc1OC	8%	18%	-2%	12	12%	-2%	-6%	13%	32%
CN1CCN(c2ccc(CNC(=O)C3Cc4c(-c5ccc(Cl)cc5)ccnc4O3)cc2)CC1 (stereo unspecified)	-21%	?	.	?	?	.	?	-17%	?
Cc1c(Cl)c([N+](=O)[O-])nn1CC(=O)NC(C)C1CC2CCC1C2 (stereo unspecified)	23µM*	-6%	-2%	-10	-3%	26%	-5%	-22%	11%
COCCNC(=O)C(c1ccc(C)cc1)N(Cc1ccco1)C(=O)CCC(=O)Nc1ccccn1 (stereo unspecified)	8%	15%	-17%	-12	10%	0%	0%	-2%	5%
COc1ccc(Cl)cc1S(=O)(=O)N1CCN(C)CC1	-5%	10%	1%	3	2%	-8%	-5%	-3%	3%
Cc1ccc2nc(SCC(=O)N3c4ccccc4CC3C)c(C)cc2c1 (stereo unspecified)	0%	1%	1%	-11	3%	19%	-2%	-39%	-12%
CC(=O)Nc1cnn(Cc2ccc(Br)cc2)c1	1%	-5%	-18%	3	4%	14%	?	5%	5%
COc1ccccc1NC(=O)C(C)Nc1ccc(C)c(Cl)c1 (stereo unspecified)	?	-6%	-4%	-6	-18%	12%	?	8%	-9%
Cc1ccc(S(=O)(=O)CCC(=O)OC(C)C(=O)c2c(C)[nH]c3ccccc23)cc1 (stereo unspecified)	?	1%	17%	0	10%	-74%[inhibitor]	-6%	2%	-1%
COC(=O)c1c(-c2ccc(SC)cc2)sc2ccc(OC)cc12	-10%	-12%	?	2	1%	?	-19%	-5%	28%
COC(=O)CC1=C(C(=O)OC)C(c2cccs2)C(C#N)=C(N)O1 (stereo unspecified)	0%	11%	0%	-28	9%	-2%	0%	4%	-11%
CC1CCN(S(=O)(=O)c2ccc3[nH]c(=O)cc(C(=O)O)c3c2)CC1	-1%	-2%	0%	5	7%	-3%	-8%	10%	-10%
NC(=Nc1nc(-c2ccccn2)cc2ccccc12)c1ccccn1	?	?	?	54	-14%	?	0.73µM*	-16%	0.32µM*
CS(=O)(=O)N(CC(=O)Nc1ccc(F)cc1F)C1CCCCC1	4%	-6%	7%	27	9%	-5%	-11%	5%	-11%
COCCOC(=O)C1=C(C)NC(=O)NC1c1ccc(OC(=O)c2ccco2)c(OC)c1 (stereo unspecified)	7%	5%	-3%	32	2%	0%	12%	2%	0%
CCCC(=O)C1C(=O)CC(C)(C)C(c2cc(C)no2)C1=O (stereo unspecified)	2%	4%	4%	-18	0%	10%	0%	-12%	3%

Quoted from the listing:
Value for `CS(=O)(=O)N(CC(=O)Nc1ccc(F)cc1F)C1CCCCC1` under HT1080 IDH1KD tx: -6%
Value for `COc1ccc(Cl)cc1S(=O)(=O)N1CCN(C)CC1` under KB-3-1 cytotox: -5%
Value for `O=C(c1cc(COc2ccc(F)cc2Cl)on1)N1CCN(C2CCCC2)CC1` under MCF10A rerep: 3%

Back to the main list; the 2 compounds before the break are reprinted first.
SMILES	KB-3-1 cytotox	HT1080 IDH1KD tx	SW480 rereplic	IL-1B inflam inh	HT1080NT lethal	MCF10A rerep	KB-V1 cytotox	WRN helicase inh	ATXN2 expr inh
COCCOC(=O)C1=C(C)NC(=O)NC1c1ccc(OC(=O)c2ccco2)c(OC)c1 (stereo unspecified)	7%	5%	-3%	32	2%	0%	12%	2%	0%
CCCC(=O)C1C(=O)CC(C)(C)C(c2cc(C)no2)C1=O (stereo unspecified)	2%	4%	4%	-18	0%	10%	0%	-12%	3%
CCSc1ccccc1-c1nc(-c2ccncc2)no1	-13%	-8%	2%	17	-4%	4%	-1%	-4%	.
COc1cc(OC)cc(C2=Cc3ccc(OC)cc3C(CC(C)=O)N2c2ccc(C#CC3(N)CCCCC3)cc2)c1 (stereo unspecified)	?	26µM*	.	-22	16µM*	.	-9%	-7%	-16%
N#Cc1cccc(NC(=O)CCN2C(=O)C3CCCCC3C2=O)c1 (stereo unspecified)	29%	10%	-6%	9	1%	4%	14%	-4%	7%
O=C(Nc1ccc2c(c1)OCO2)C1CCCN1C(=O)Nc1ccccc1 (stereo unspecified)	3%	0%	-4%	6	5%	0%	2%	4%	-1%
Cc1cc(=O)n(CCc2ccccc2)c(O)c1C#N	-4%	0%	1%	31	4%	?	27%	-3%	7%
COCC(=O)N(c1ccccc1)C(C)C(=O)OC (stereo unspecified)	-2%	2%	-70%[inhibitor]	9	3%	15%	27%	11%	.
Cc1cccc(C(=O)N2CCCCCC2)c1[N+](=O)[O-]	1%	4%	-92%[inhibitor]	23	-2%	9%	-13%	-3%	.
CC1CN(Cc2ccccc2)c2nc3c(c(=O)[nH]c(=O)n3C)n2C1 (stereo unspecified)	2%	-12%	-12%	14	-17%	1%	-13%	-1%	-7%
COc1ccc2c(c1)CO[C@]21O[C@H](CCO)C[C@H](O)[C@H]1O	0%	22%	.	-6	21%	.	0%	-3%	8%
O=C(Nc1ccc(Br)cc1)C1CC(O)CN1C(=O)OCc1ccccc1 (stereo unspecified)	-5%	-4%	-26%	-26	-18%	-1%	-4%	-5%	-3%
O=C(CCC(=O)OCCCC(F)(F)C(F)(F)F)Nc1ccc(Cl)cc1Cl	-3%	8%	0%	0	2%	1%	-2%	-3%	1%
CC(=O)N1c2ccc(S(=O)(=O)NCCC(=O)NCc3ccc(N(C)C)cc3)cc2CC1C (stereo unspecified)	4%	-1%	?	-16	4%	?	0%	0%[11.6 µM]	-16%
CCOc1ccc(Nc2cc(=O)n(C)c(=O)n2C)cc1	0%	-14%	-187%[inhibitor]	3	0%	3%	-4%	3%	2%
C=CCN1C(=O)C(O)(CC(=O)c2ccc(OC)cc2OC)c2cc(Br)ccc21 (stereo unspecified)	-9%	-6%	?	-5	-15%	-8%	?	0%	-4%
CC(C)C1Oc2cc3oc(=O)ccc3cc2C1=O (stereo unspecified)	14%	27%	3%	-12	4%	0%	?	3%	-1%
O=c1c2ccccc2oc2ccc(-c3ccc4[nH]ccc4c3)cc12	-4%	-14%	-19%	-8	-20%	54%	-9%	-3%	122%[activator]
CC(C)CCN1CCN(Cc2ccc(Sc3nncn3C)o2)CC1CCO (stereo unspecified)	5%	10%	-5%	-1	7%	0%	0%	-7%	7%
CC1Cc2ccccc2N1S(=O)(=O)c1cccc(C(=O)OCC(=O)NCc2ccco2)c1 (stereo unspecified)	8%	12%	-12%	27	23%	0%	7%	-13%	9%
CCOc1ccccc1CN1CCN(S(=O)(=O)CC)CC1	-8%	0%	-3%	-11	7%	-6%	-13%	2%	-6%
CCc1ccc(CN(C)CC(=O)Nc2ccccc2[N+](=O)[O-])cc1	3%	1%	.	5	5%	5%	?	-12%	1%
CSc1cccc(NC(=O)CSc2ccc(C)cc2)c1	25%	-10%	0%[9.22 µM]	5	-5%	-2%	-4%	-1%	9%
COc1cccc(NC(=S)N2CCCN(Cc3ccc(F)cc3)C2)c1	-5%	?	3%	-13	0%	25%	0%	2%	?
c1cncc(-c2ccc3ncnc(NCc4cccs4)c3c2)c1	-12%	.	2%	.	.	9%	0%	.	-7%
CCn1nc(C)c(CNC(=O)CCc2nnc(-c3ccc(C(C)=O)s3)o2)c1C	-6%	10%	-6%	47	0%	0%	?	-2%	1%
COc1ccccc1OCCn1c(=O)oc2ccc(C)cc21	?	-1%	10%	-2	-3%	9%	?	4%	-19%
CC1CN(C(=O)/C(=C/c2ccco2)NC(=O)c2ccccc2)CC(C)O1 (stereo unspecified)	-1%	-6%	-7%	23	-1%	-1%	-16%	6%	-8%
Cc1[nH]n(-c2ccccc2)c(=O)c1C(=O)c1ccc([N+](=O)[O-])cc1	-3%	-11%	-28%	0	-14%	16%	?	-4%	-31%
CC1CCCCN1S(=O)(=O)c1ccc(S(=O)(=O)N2CCCC2)cc1 (stereo unspecified)	5%	4%	-1%	-9	-3%	5%	7%	2%	4%
Cn1c(CO)cnc1SCc1ccc(Cl)cc1	9%	14%	-2%	-7	21%	5%	-2%	-4%	20%
